# PREPL inh: inhibitors of human prolyl oligopeptidase-like enzyme PREPL. recombinant PREPL, fluorescence polarization activity-based probe. inhibition, % at 5.96 µM. actives 0.68% (n = 320,000). AID 2751; in the data active means inhibition above about 43%;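 further: 0% = enzyme with DMSO and 100% = wells lacking enzyme; many of its hits are not listed in these tables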
# Target sequence (Q4J6C6 whole entry, looked up): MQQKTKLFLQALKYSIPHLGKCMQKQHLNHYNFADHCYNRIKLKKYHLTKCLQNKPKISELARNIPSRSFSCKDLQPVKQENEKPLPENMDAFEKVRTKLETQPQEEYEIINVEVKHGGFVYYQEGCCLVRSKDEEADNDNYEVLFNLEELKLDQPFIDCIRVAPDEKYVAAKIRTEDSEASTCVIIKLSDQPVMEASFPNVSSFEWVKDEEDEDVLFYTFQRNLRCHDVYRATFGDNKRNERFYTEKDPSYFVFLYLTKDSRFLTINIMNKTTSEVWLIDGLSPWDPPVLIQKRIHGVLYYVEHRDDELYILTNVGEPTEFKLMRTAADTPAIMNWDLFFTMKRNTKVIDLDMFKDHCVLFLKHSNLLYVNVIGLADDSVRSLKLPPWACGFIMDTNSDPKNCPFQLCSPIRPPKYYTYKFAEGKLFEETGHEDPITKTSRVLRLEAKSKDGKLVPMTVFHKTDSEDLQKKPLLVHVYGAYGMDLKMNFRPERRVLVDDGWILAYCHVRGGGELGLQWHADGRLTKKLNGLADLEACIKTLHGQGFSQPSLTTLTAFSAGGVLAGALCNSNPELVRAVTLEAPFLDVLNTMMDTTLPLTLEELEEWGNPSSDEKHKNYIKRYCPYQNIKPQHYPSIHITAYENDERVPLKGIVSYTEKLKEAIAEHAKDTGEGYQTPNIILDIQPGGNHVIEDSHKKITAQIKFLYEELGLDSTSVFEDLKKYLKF
# EBNA-1 inh: blocks EBNA-1 binding to DNA; EBNA-1 DNA binding, fluorescence polarization; inhibition, % at 14.8 µM; actives 0.34% (n = 300,000); in the data active means inhibition above about 28%
# ZTA DNA inh: ZTA (EBV) inhibition in EBNA-1 counter-screen; ZTA-DNA binding, fluorescence polarization; inhibition, % at 11 µM; actives 0.15% (n = 320,000); AID 2234; in the data active means inhibition above about 33%
# TPT1 inhibitor: C. albicans TPT1 enzyme inhibition. actives 0.81% (n = 300,000). inhibition, % at 5 µM. AID 1962. recombinant caTPT1, FP RNA substrate dephosphorylation;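 active means inhibition above the mean of all tested compounds plus 3 SD, set per screening campaign, cut at about 24% in these data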;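 further: plate controls were DMSO alone for no effect and ferristatin control at 100 nM for full effect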
# HCV core dimer: HCV core protein dimerization inhibition. TR-FRET GST/Flag-core106 dimerization, 1536-well. inhibition, % at 5 µM. actives 0.33% (n = 300,000). AID 1899;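 active means inhibition above the mean of all tested compounds plus 3 SD, set per screening campaign, cut at about 45% in these data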
#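 System: GST-tagged and Flag-tagged HCV core protein residues 1-106 / Input: core106 proteins, GST 13.5 nM and Flag 17 nM / Buffer or medium: KF-containing HEPES buffer, pH 7.45, DTT, CHAPS, BSA / Probe or stimulus: Eu-anti-GST and XL665-anti-Flag labelled anti-tag antibodies / Schedule: 4 h, 22.5 °C incubation / Technique: TR-FRET 671 and 617 nm emission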
# PP1 inh: counter-screen for PP5 inhibitors: inhibitors of human PP1-alpha. P62136. purified PP1alpha, OMFP fluorescence. inhibition, % at 6.7 µM. actives 0.9% (n = 320,000). AID 2235;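 active means inhibition above the mean inhibition of all tested compounds plus 3 SD, computed separately for each screening campaign, cut at about 15% in these data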
# Target sequence (P62136 whole entry, looked up): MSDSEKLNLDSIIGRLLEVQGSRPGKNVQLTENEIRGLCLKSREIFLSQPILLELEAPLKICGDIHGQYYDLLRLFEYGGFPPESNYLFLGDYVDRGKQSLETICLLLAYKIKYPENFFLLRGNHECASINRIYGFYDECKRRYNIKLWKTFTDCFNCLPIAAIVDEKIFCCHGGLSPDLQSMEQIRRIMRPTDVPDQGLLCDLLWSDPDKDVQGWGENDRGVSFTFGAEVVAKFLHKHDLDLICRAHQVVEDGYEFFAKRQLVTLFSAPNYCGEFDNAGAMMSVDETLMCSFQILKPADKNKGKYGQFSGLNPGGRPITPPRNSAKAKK
# PP5 inh: PP5 (human) phosphatase inhibition | purified PP5c, OMFP substrate fluorescence | inhibition, % at 6.7 µM | actives 0.18% (n = 320,000);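 active means inhibition above the campaign's mean inhibition across all tested compounds plus 3 SD, cut at about 9.5% in these data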;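 further: 0% = DMSO only and 100% = 100 µM cantharidin control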
# CTSL1 counter: counter-screen for PFM18AAP inhibitors: inhibitors of F. hepatica cathepsin L1; recombinant F. hepatica cathepsin L1, Z-Leu-Arg-MCA fluorescence; inhibition, % at 5.96 µM; actives 0.49% (n = 300,000); AID 1906;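 active means inhibition above the mean of all tested compounds plus 3 SD, set per screening campaign, cut at about 17% in these data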;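 further: 0% = plate median of test compound wells and 100% = 1 µM Z-Phe-Ala-diazomethylketone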
# Efflux pump mplx: blocks antifungal efflux pumps in multiplex yeast assay; S. cerevisiae Candida pump triplex, Nile Red efflux; inhibition, % at 10 µM; actives 0.44% (n = 330,000);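 active means plate passing quality check with inhibition over a set limit, or well fluorescence over plate mean plus 4 SD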;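 further: Nile Red retained in pooled yeast measured as flow cytometry median fluorescence; 0% = buffer negative control and 100% = Enniatin B positive control; higher means more Nile Red kept so more efflux inhibition; some compounds called inactive have numbers as strong as hits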
# An asterisk follows results filed as active; / = no result given; & = joins results of further samples. The list is partial; count on the stated rates, not on these rows.
SMILES,PREPL inh,EBNA-1 inh,ZTA DNA inh,TPT1 inhibitor,HCV core dimer,PP1 inh,PP5 inh,CTSL1 counter,Efflux pump mplx
O=C(Nc1ccccc1Oc1ccccc1)c1cc([N+](=O)[O-])ccc1Cl,10.5,-11.3,-17.1,3.6,-0.3,-6.3,1.5,9.1,-0.7
O=C(CNC(=O)C1CCCCC1)NCCCO,-9.3,12.5,2.2,3.5,4.9,-4.9,-0.8,-4.7,0.1
C=CCNCCOCCSc1ccc(Cl)cc1,-10.5,-5.0,-1.8,0.1,-8.1,0.0,4.2,-1.5,0.4
COc1ccccc1CN(C)C(C)C(=O)Nc1cccc(C(C)=O)c1 (centres undefined),2.5,-3.7,-13.8,1.9,0.4,-2.8,0.0,-0.7,-0.1
COc1ccccc1N(CC(=O)Nc1ccc2c(c1)OCO2)S(=O)(=O)c1ccccc1,-9.2,1.6,10.3,3.5,-3.0,-0.2,-0.7,-1.1,0.2
COc1ccc(CNC(=O)/C=C/c2ccccc2[N+](=O)[O-])cc1,1.5,-3.0,-14.5,1.7,4.4,-0.1,0.5,-3.0,-0.2
O=C(CN1CCCC1)Nc1ccc([N+](=O)[O-])cc1,12.8,10.6,-2.8,-2.1,-2.2,-7.8,-0.5,-3.5,-0.1
CC(C)(C)OC(=O)N1CCC[C@H]1C(=O)OCC(=O)Nc1cc(S(C)(=O)=O)ccc1Cl,3.3,/,6.4,/,/,-7.5,0.1,/,0.1
CCCCc1nc2cc(C(=O)N3CCNC(=O)C3CC(=O)OC)ccc2o1 (centres undefined),-4.2,-4.6,-5.5,-0.5,12.4,-7.0,0.7,-1.5,-0.2
COCCCNC(=O)c1ccc(-n2nc(C(F)(F)F)cc2-c2cccs2)cc1,10.1,-1.6,0.6,-2.1,3.5,-4.1,5.1,0.3,0.1
O=C(O)c1ccc(S(=O)(=O)c2ccc3c(c2)C(=O)N(NC(=O)c2cccnc2)C3=O)cc1,0.5,12.6,6.6,-1.3,-1.0,3.2,-2.2,0.9,-0.1
O=C1N2CCSC2=NC1(NS(=O)(=O)c1ccccc1)C(F)(F)F (centres undefined),0.5,4.6,3.5,-3.0,-3.9,-4.2,-1.0,-0.2,-0.1
Cc1ccc(C(C(=O)NCC2CCCO2)N(C(=O)c2snc(C(N)=O)c2N)c2ccccc2)o1 (centres undefined),4.9,19.3,-2.3,-0.7,14.0,-0.5,-0.5,1.8,-0.3
CCn1nnnc1SCC(=O)Nc1nc(-c2cccs2)cs1,-9.1,-0.7,-1.1,0.1,4.3,-0.7,-1.7,8.3,0.0
CC(CCN1C(N(C)C)=NC[C@@H]1C)c1ccccc1 (some centres undefined),16.2,-15.8,4.6,-3.1,-13.3,-0.9,3.2,-2.4,0.1
O=C(O)CCSc1ccc2ccccc2n1,-2.9&-6.4,-10.3&-6.8,-9.3&-2.7,-0.2&-1.6,21.1&-6.3,-5.6&1.5,0.5&1.7,-3.6&-2.2,0.1&0.1
C[C@H](NC(N)=O)C(=O)Nc1ccc2c(c1)OCO2,5.4,2.9,2.6,0.3,10.9,-2.2,-0.5,1.4,0.0
C=CCOc1ccc(C(c2c(C)n(C)n(-c3ccccc3)c2=O)c2c(C)n(C)n(-c3ccccc3)c2=O)cc1,7.3,-22.7,-30.2,-2.2,15.1,0.3,2.5,-2.1,0.0
COc1ncnc2c1oc1nc(C)c3c(c12)CC(C)(C)OC3,4.4,0.5,-5.7,-1.0,-0.3,-3.8,0.0,-1.3,-0.1
COc1ccc(S(=O)(=O)Nc2c(C)ccc3nsnc23)cc1OC,0.7,-7.3,8.7,-3.9,-9.4,-4.3,2.7,-1.0,0.1

# Quoted at random: 2 compounds from above, in no set order.
SMILES,PREPL inh,EBNA-1 inh,ZTA DNA inh,TPT1 inhibitor,HCV core dimer,PP1 inh,PP5 inh,CTSL1 counter,Efflux pump mplx
O=C(Nc1ccccc1Oc1ccccc1)c1cc([N+](=O)[O-])ccc1Cl,10.5,-11.3,-17.1,3.6,-0.3,-6.3,1.5,9.1,-0.7
COc1ccccc1N(CC(=O)Nc1ccc2c(c1)OCO2)S(=O)(=O)c1ccccc1,-9.2,1.6,10.3,3.5,-3.0,-0.2,-0.7,-1.1,0.2

# Continued.
SMILES,PREPL inh,EBNA-1 inh,ZTA DNA inh,TPT1 inhibitor,HCV core dimer,PP1 inh,PP5 inh,CTSL1 counter,Efflux pump mplx
COC(=O)c1cc2n(n1)CCN(Cc1ccc(OC)cc1)C2=O,5.9,-5.7,1.2,-5.8,-5.8,-4.3,2.1,-7.2,0.1
Cc1cc(C)nc(NC(=S)Nc2ccc(Br)cc2Cl)c1,-3.6,10.1,16.2,3.6,0.5,-4.4,-2.3,-0.8,-0.1
CCN(c1ccccc1)S(=O)(=O)c1ccc(Cl)c(NC(=O)CSc2ncn[nH]2)c1,-19.7,11.0,3.2,2.4,-1.0,-2.0,0.3,-3.9,-0.2
O=C(Nc1nc(-c2ccc(Oc3ccccc3)cc2)cs1)C1=COCCO1,0.7,17.8,11.1,-0.2,-6.5,0.5,0.7,-3.6,-0.2
CCOc1ccc(/C=N/NC(=O)c2nnn(-c3nonc3N)c2CN(C)C2CCCCC2)cc1,4.6,-28.3,12.4,3.8,0.4,-2.7,-0.7,0.3,0.2
COc1cc(-c2ccc3sc(-c4ccsc4)c(C#CCO)c3c2)cc(OC)c1OC,-0.7,/,15.4,/,/,0.4,-0.8,/,0.6
C(=N\N=C\c1ccccn1)/c1ccccn1,-2.0,2.9,-2.2,-2.1,2.4,-2.1,-1.7,-3.3,0.0
CCN(CC)c1ccc(S(=O)(=O)N2CCOCC2)cc1NC(=O)CSc1ccccc1,6.9,-7.0,-0.6,2.6,4.9,2.9,1.7,6.5,0.1
COc1ccc(Cl)cc1-n1c(=S)sc2c(=O)[nH]c(SCC(=O)C(C)(C)C)nc21,4.4,7.2,14.2,0.0,12.4,16.8*,3.0,4.4,0.0
O=C(O)CC1S/C(=N/N=C/c2ccccn2)NC1=O (centres undefined),7.7,7.5,4.3,0.7,-0.1,-4.0,-2.2,-1.0,-0.1
CC(C)C1Cc2ccccc2-c2[nH]c(=S)[nH]c(=O)c21 (centres undefined),-2.7,-12.3,-14.9,-1.2,8.8,-4.5,0.8,0.0,0.0
Cc1cc(C)[n+](-c2ccc(C(C)C)cc2)c2[nH]c(=O)[nH]c(=O)c12,-8.5,-6.8,10.7,-1.2,-9.9,4.6,0.0,-0.9,0.8
CCCCN1C(=O)c2ccc(C(=O)Nc3ccccc3N3CCOCC3)cc2C1=O,3.2,-2.5,-5.7,2.9,3.6,-4.1,-0.9,5.2,0.1
c1ccc(-c2noc(CN3CCOCC3)n2)cc1,8.4,-1.4,-1.6,3.6,3.7,0.5,0.0,0.3,-0.1
Cc1ccc(NC(=O)CN2C(=O)CN(C)C2=O)cc1S(=O)(=O)N1CCCCC1,3.4,-7.9,-13.2,-4.9,-0.4,-3.2,0.9,-3.5,-0.4
CCc1ccc2oc(-c3cc(N)ccc3O)nc2c1,19.4,-7.2,6.3,-2.8,4.6,-3.8,7.1,0.4,0.0
CCOc1ccccc1NC(=O)C1CCN(C(=O)c2cccs2)CC1,-7.1,-2.1,-1.4,-1.5,-0.2,-3.5,1.2,-0.7,0.0
COc1cccc(/C=c2\sc3nc(-c4cccs4)nn3c2=O)c1OC,-6.5,8.5,-5.5,0.3,15.3,-5.2,-3.3,-1.7,0.0
CC1CCCN(c2ccc([N+](=O)[O-])cc2C(=O)c2ccccc2)C1 (centres undefined),1.1,-2.1,-0.1,-2.8,-1.3,-1.1,1.6,3.2,-0.1
Fc1cccc(/C=N/Nc2ccccn2)c1,9.1,-0.8,-4.8,-3.3,-0.6,-0.7,1.0,0.0,0.0
C[C@@H]1C(NC(=O)c2ccccc2)CC2CC1C2(C)C (some centres undefined),3.4,-21.2,-5.6,-0.9,4.5,13.9,-2.1,-3.5,0.4
CCOC(=O)c1c(C)n(CC)c2ccc(OC(=O)c3ccc([N+](=O)[O-])cc3)cc12,48.5*,-7.8,2.2,-0.8,13.9,-0.7,1.9,-2.0,0.1
NC(=S)N/N=C/c1ccc(-n2nncc2-c2ccc(Cl)cc2)cc1,13.0,-3.0,9.7,0.7,12.0,1.7,2.6,3.0,0.3
CCOC(=O)c1c(C)sc2c1N(C(=O)CN(CC)CC)c1ccccc1S2,40.1,2.0,9.4,0.9,-2.6,2.8,0.7,-0.8,-0.2
Cc1cc(C)n(CCOC(=O)c2sc3ccccc3c2Cl)n1,-25.8,-13.4,8.3,2.5,10.1,-0.8,7.1,-1.9,0.2
Cc1csc(SCC(=O)Nc2nc3ccccc3s2)n1,-22.9,-6.9,7.2,4.9,3.1,-3.1,3.0,2.8,0.1
COc1ccc(NS(=O)(=O)c2ccc(NC(=S)NC(=O)CC(C)C)cc2)cc1,28.3,-17.5,-0.8,-0.8,8.2,5.0,6.6,-3.9,0.4
Cc1ccc(Sc2ncccc2C(=O)O)cc1,-1.6,5.3,-7.1,3.2,-6.7,1.9,0.1,0.1,-0.1
Cc1cccc(N2CCN(S(=O)(=O)c3ccc(-c4ccc(=O)[nH]n4)o3)CC2)c1C,5.2,5.4,-8.9,-3.9,6.4,3.2,-1.3,2.8,0.1
CCCCC(=O)NC(=S)Nc1cc([N+](=O)[O-])ccc1OC,7.2,-7.1,8.7,5.5,2.9,-0.5,1.8,-3.5,0.1
O=C(C1CCN(CCCc2ccccc2)CC1)N1CCCCC1,-1.3,-7.8,6.7,1.2,-4.1,-2.7,0.9,-1.1,-0.1
COc1ccc(CNC(=O)C(C)N2C(=O)NC(c3ccccc3)(c3ccccc3)C2=O)cc1 (centres undefined),6.8,/,-2.0,/,/,-3.1,4.2,/,0.0
CCc1cc(=O)[nH]c(SCC(=O)NCc2ccc3c(c2)OCO3)n1,-7.2,0.6,-7.0,-3.3,0.8,-3.5,0.3,3.1,-0.3
COc1ccc(Cl)cc1-c1n[nH]c(=S)n1C1CCCCC1,-4.7,1.5,5.5,-6.2,9.3,0.8,3.0,0.1,-0.1
O=C(Nc1ccc2oc(=O)ccc2c1)c1ccc(-c2ccc(Cl)cc2)o1,-5.5,-2.0,-5.0,2.5,28.2,0.5,-0.3,-1.0,-0.1
O=C(CCN1C(=O)c2ccccc2S1(=O)=O)N1CCN(c2ccccc2F)CC1,3.7,-6.6,-11.0,-2.7,0.1,-5.0,0.7,-1.2,0.2
C=CCN(CC=C)S(=O)(=O)c1ccc(F)cc1,-0.8,0.3,-5.5,-2.4,1.4,-3.7,0.1,-0.9,0.1
COc1cc(NC(=O)c2ccc(Cl)cc2Cl)ccc1-c1cc2ccccc2oc1=O,0.3,-11.8,-12.1,1.1,17.1,4.1,3.3,2.4,-0.1

# Nothing new here: an excerpt of the list.
SMILES,PREPL inh,EBNA-1 inh,ZTA DNA inh,TPT1 inhibitor,HCV core dimer,PP1 inh,PP5 inh,CTSL1 counter,Efflux pump mplx
C[C@@H]1C(NC(=O)c2ccccc2)CC2CC1C2(C)C (some centres undefined),3.4,-21.2,-5.6,-0.9,4.5,13.9,-2.1,-3.5,0.4
CCOC(=O)c1c(C)n(CC)c2ccc(OC(=O)c3ccc([N+](=O)[O-])cc3)cc12,48.5*,-7.8,2.2,-0.8,13.9,-0.7,1.9,-2.0,0.1
NC(=S)N/N=C/c1ccc(-n2nncc2-c2ccc(Cl)cc2)cc1,13.0,-3.0,9.7,0.7,12.0,1.7,2.6,3.0,0.3
CCOC(=O)c1c(C)sc2c1N(C(=O)CN(CC)CC)c1ccccc1S2,40.1,2.0,9.4,0.9,-2.6,2.8,0.7,-0.8,-0.2
Cc1cc(C)n(CCOC(=O)c2sc3ccccc3c2Cl)n1,-25.8,-13.4,8.3,2.5,10.1,-0.8,7.1,-1.9,0.2
Cc1csc(SCC(=O)Nc2nc3ccccc3s2)n1,-22.9,-6.9,7.2,4.9,3.1,-3.1,3.0,2.8,0.1

# Bioassay records (PubChem)
